Screening data deposited in PubChem BioAssay by The Scripps Research Institute Molecular Screening Center.
GSTO1 counter: inhibitors of recombinant GSTO1, primary screen, counter-screen for RBBP9 inhibitor project, biochemical, fluorescence polarization | 300,000 compounds, 1.1% hits | AID 1974, 2009 | inhibition, % at 5.96 µM | activity-based probe fluorescence polarization;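 active = inhibition above the campaign mean inhibition plus 3 SD, cut at about 35% in these data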;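 also: 0% = GSTO1-1 with DMSO and 100% = wells lacking GSTO1-1 enzyme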
PAFAH2 FP inh: PAFAH2 enzyme inhibitors, primary screen, biochemical, fluorescence polarization, human | Platelet-activating factor acetylhydrolase 2, cytoplasmic (Homo sapiens), Q99487 | recombinant PAFAH2, FP-rhodamine activity probe | inhibition, % at 3.39 µM | 340,000 compounds, 0.99% hits | AID 492956, 2010;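 active = inhibition above the mean over all tested compounds plus 3 SD, cut at about 30% in these data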;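 also: inhibitors block probe labeling of enzyme so polarization drops; 0% = enzyme with DMSO and 100% = wells lacking PAFAH2 protein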
PME-1 inh: PME-1 inhibitors via competitive probe labeling, primary screen, biochemical, fluorescence polarization, FP-Rh probe, HTS; AID 2130, 2009; 320,000 compounds, 0.53% hits; recombinant PME-1; inhibition, % at 5.9 µM;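 active = inhibition above the campaign mean of all compounds plus 3 SD, cut at about 26% in these data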;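 also: competitive labeling of PME-1 active site by serine hydrolase directed probe; 0% = PME-1 with DMSO and 100% = wells lacking PME-1 enzyme; inhibitors block probe labeling so polarization falls and inhibition rises; many of its hits are not listed in these tables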
PAFAH1B3 FP inh: PAFAH1B3 enzyme inhibitors, primary screen, biochemical, fluorescence polarization, human; AID 492972, 2010; inhibition, % at 3.39 µM; recombinant PAFAH1B3, FP-rhodamine probe; 340,000 compounds, 0.28% hits; Platelet-activating factor acetylhydrolase IB subunit alpha1 (Homo sapiens), Q15102;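 active = inhibition above the screen-wide average of all tested compounds plus 3 SD, cut at about 25% in these data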;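 also: 0% = enzyme with DMSO only and 100% = wells lacking PAFAH1B3 protein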
LYPLA2 counter: LYPLA2 inhibitors, primary screen, counter-screen for PME1 inhibitor project, biochemical, fluorescence polarization, FP-Rh probe ABPP | recombinant LYPLA2 | Acyl-protein thioesterase 2 (Homo sapiens), O95372 | inhibition, % at 5.9 µM | 320,000 compounds, 0.38% hits;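 active = inhibition above the screen-wide mean plus 3 SD, limit set per campaign, cut at about 26% in these data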;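 also: 0% = LYPLA2 with DMSO and 100% = wells lacking LYPLA2 enzyme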
Target sequence (O95372 whole entry, looked up): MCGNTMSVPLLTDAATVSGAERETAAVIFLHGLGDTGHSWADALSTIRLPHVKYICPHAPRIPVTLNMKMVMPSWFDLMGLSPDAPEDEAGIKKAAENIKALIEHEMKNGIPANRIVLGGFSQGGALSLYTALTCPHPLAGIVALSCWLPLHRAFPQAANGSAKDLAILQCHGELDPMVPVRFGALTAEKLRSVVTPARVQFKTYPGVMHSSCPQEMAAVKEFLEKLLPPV
PAFAH1B2 inh: PAFAH1B2 enzyme inhibitors, primary screen, biochemical, fluorescence polarization, human | Platelet-activating factor acetylhydrolase IB subunit alpha2 (Homo sapiens), P68402 | recombinant PAFAH1B2, FP-rhodamine activity probe | inhibition, % at 3.39 µM | 340,000 compounds, 1.2% hits;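 active = inhibition above the mean of all tested compounds plus 3 SD, cut at about 24% in these data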;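 also: 0% = enzyme with DMSO and 100% = wells lacking PAFAH1B2; many of its hits are not listed in these tables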
LYPLA1 inh: LYPLA1 inhibitors, primary screen, counter-screen for PME1 inhibitor project, biochemical, fluorescence polarization, FP-Rh probe ABPP; Acyl-protein thioesterase 1 (Homo sapiens), O75608; recombinant LYPLA1; AID 2174, 2009; inhibition, % at 5.9 µM; 320,000 compounds, 0.16% hits;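 active = inhibition above the mean of all tested compounds plus 3 SD, set per campaign, cut at about 14% in these data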;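 also: inhibitors block serine hydrolase probe labeling of LYPLA1 so polarization falls; 0% = enzyme with DMSO and 100% = wells lacking LYPLA1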
pPAFAH FP inh: pPAFAH enzyme inhibitors, primary screen, biochemical, fluorescence polarization, human. inhibition, % at 3.39 µM. recombinant pPAFAH, FP-rhodamine probe fluorescence polarization. 330,000 compounds, 1.5% hits;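 active = inhibition above the mean inhibition across the screen plus 3 SD, cut at about 25% in these data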;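 also: inhibitors block binding of the rhodamine activity-based probe so polarization drops; 0% = enzyme with DMSO and 100% = wells lacking pPAFAH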
PAD4 FP inh: human PAD4 inhibitors, primary screen, biochemical, fluorescence polarization, 1536-well format | 330,000 compounds, 0.41% hits | inhibition, % at 6.36 µM | recombinant PAD4, RCA probe fluorescence polarization | Protein-arginine deiminase type-4 (Homo sapiens), Q9UM07;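 active = percent inhibition above a cutoff equal to the mean of all tested compounds plus 3 SD, cut at about 15% in these data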;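 also: 0% = PAD4 with RCA probe and DMSO and 100% = probe without PAD4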
Target sequence (Q9UM07 whole entry, looked up): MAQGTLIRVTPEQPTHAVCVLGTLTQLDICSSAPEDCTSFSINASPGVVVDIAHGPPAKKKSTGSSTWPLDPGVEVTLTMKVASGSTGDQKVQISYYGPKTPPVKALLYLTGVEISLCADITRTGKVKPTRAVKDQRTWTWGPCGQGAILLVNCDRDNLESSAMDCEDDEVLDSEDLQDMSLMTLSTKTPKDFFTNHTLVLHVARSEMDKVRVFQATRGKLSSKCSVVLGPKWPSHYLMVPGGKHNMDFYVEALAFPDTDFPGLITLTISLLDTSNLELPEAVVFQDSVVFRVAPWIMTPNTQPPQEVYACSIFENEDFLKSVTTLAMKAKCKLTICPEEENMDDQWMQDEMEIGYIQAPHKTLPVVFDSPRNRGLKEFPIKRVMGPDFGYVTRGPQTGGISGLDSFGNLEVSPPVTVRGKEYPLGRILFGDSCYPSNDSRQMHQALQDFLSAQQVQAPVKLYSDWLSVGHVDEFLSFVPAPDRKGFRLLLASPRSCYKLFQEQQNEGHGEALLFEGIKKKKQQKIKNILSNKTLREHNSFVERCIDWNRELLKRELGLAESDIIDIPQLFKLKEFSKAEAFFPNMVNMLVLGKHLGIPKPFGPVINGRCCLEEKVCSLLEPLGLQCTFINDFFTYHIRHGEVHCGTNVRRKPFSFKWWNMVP
* marks the source's active call; other numbers are inactive results; . = no result given. Not all compounds are listed; count on the stated rates, not on these rows.

SMILES	GSTO1 counter	PAFAH2 FP inh	PME-1 inh	PAFAH1B3 FP inh	LYPLA2 counter	PAFAH1B2 inh	LYPLA1 inh	pPAFAH FP inh	PAD4 FP inh
CCN1/C(=C/C(=O)c2ccco2)Sc2ccccc21	14	8	3	-5	8	8	5	3	-1
Cc1ccc(SCc2cn3c(C)csc3n2)cc1	-1	-2	4	0	5	53*	1	2	-5
CCCOP(=O)(c1ccc(N(C)C)cc1)C(O)c1ccncc1 (stereo not given)	10	7	4	8	-5	3	-2	-2	4
O=C(CN1CCCCC1)NCCNc1ccc(C(F)(F)F)cc1[N+](=O)[O-]	0	-1	3	5	2	4	0	5	1
Cc1[nH]c2ccccc2c1C(O)c1ccncc1 (stereo not given)	0	-1	-3	3	-2	1	0	-4	-5
Cc1ccnc(NC(=O)Cn2cc([N+](=O)[O-])cn2)c1	-2	2	6	0	-2	2	-1	2	2
CCc1ccc(CNC(=O)C2CCCN(S(=O)(=O)N3CC(C)CC(C)C3)C2)cc1 (stereo not given)	7	4	-1	-2	2	6	-3	0	5
Cc1cccc(-c2nc(Nc3ccc(O)cc3)c3ccccc3n2)c1	-1	17	31*	23	1	8	-6	27*	3
CCN(CC)CCN1C(=O)C(=O)/C(=C(/O)c2ccc(OC)c(OC)c2)C1c1ccccn1 (stereo not given)	7	3	-6	1	-1	5	-2	4	-1
Cc1ccc2nc(-c3ccc4c(c3)NC(=O)CO4)cn2c1	2	-10	0	0	0	3	2	1	0
O=C(Cc1ccc(F)cc1)N1CCN=C1SCc1ccc([N+](=O)[O-])cc1	6	0	2	4	14	6	0	6	1
CC(=O)NS(=O)(=O)c1ccc(NC(=S)NC(=O)Cc2ccccc2)cc1	3	1	8	5	3	1	4	3	-1
COc1cccc(C(=O)NCCCNC(=O)c2ccco2)c1	6	-2	0	-2	0	-3	-1	4	-7
Cn1cccc1Cc1nnc(SCC(=O)NC2CCCC2)n1-c1ccc(F)cc1	-1	0	6	-2	3	3	5	5	2
O=C(N/N=C/c1sc(=O)n(-c2ccccc2)c1Cl)c1ccncc1	-3	-7	-1	-1	-2	0	-3	2	-1
O=C(c1sccc1-n1cccc1)N1CCCC1	8	-1	-3	7	-8	8	-1	-7	1
N=C1S/C(=C\c2cn[nH]c2-c2ccc(F)cc2)C(=O)N1c1ccccc1F	-12	5	13	5	-2	2	-3	4	-2
O=C(CN1C(=O)COc2ccccc21)N(Cc1cccnc1)Cc1ccccc1F	-1	7	2	-8	-7	3	-1	-6	3
CN(Cc1ccccn1)C(=O)CC1C(=O)NCCN1Cc1ccc(F)cc1Cl (stereo not given)	1	-2	-2	3	8	3	4	4	-2
COc1ccc(-n2c(C)cc(=O)c3c2CC(C)(C)CC3=O)cc1	-3	2	-7	6	-6	4	-3	-1	-2
N=C1/C(=C\c2coc3ccc(O)cc3c2=O)C(=O)N=C2SC=CN12	57*	-6	0	-2	-11	-2	-13	26*	-12
O=C(NCCNC(=O)C(F)(F)F)c1ccncc1	-1	1	-7	-4	6	5	4	4	0
CCOC(=O)C/C(C)=N/NC(=O)c1cccs1	4	-9	-1	5	7	4	5	5	3
CCc1ccc(CN(C)C(=O)c2ccc3c(=O)n4c(nc3c2)CCC4)cc1	-1	-2	4	0	6	4	3	0	-5
CC(Oc1ccc2c(-c3ccccc3)cc(=O)oc2c1)C(=O)N[C@H](Cc1c[nH]c2ccccc12)C(=O)O (stereo not given in full)	-6	15	4	10	9	76*	2	9	-2
O=C(NCc1cccs1)C1CCCN1S(=O)(=O)c1ccccc1F (stereo not given)	5	-2	-4	7	-1	6	2	-4	1
COc1ccc(-c2nsc3c(N4CCN(C(=O)c5ccco5)CC4)ncnc23)cc1	-2	-8	1	4	7	0	1	-1	7
Cc1cc(C(=O)NC2CCCc3ccccc32)ccc1[N+](=O)[O-] (stereo not given)	-1	-2	6	-4	6	4	0	0	3
O=S(=O)(NCc1cccs1)c1ccc(Cl)s1	4	7	13	4	6	5	0	7	-2
O=C(COC(=O)c1cc(S(=O)(=O)N2CCCCC2)ccc1N1CCOCC1)NCCc1ccc(F)cc1	1	3	6	6	1	2	-1	9	-6
CCOc1ccccc1C(c1c(O)nc(SC)[nH]c1=O)c1c(O)nc(SC)[nH]c1=O	9	.	-5	.	4	.	-2	-1	0
CCOC(=O)/C(=C/C=C/c1ccccc1)NC(=O)c1ccccc1	4	14	0	-8	1	1	-1	2	0
COc1cccc(N(CC(=O)NC2CCCCC2)C(=O)c2snc(C(N)=O)c2N)c1	-6	13	-1	1	-2	5	-3	5	-4
C#CCOCCOCCOCCNc1nc(N2CCN(C(=O)Cn3cc(CCCN=C(N)N)nn3)CC2)nc(N2CCN(C(=O)[C@H](C)n3cc(CCCN=C(N)N)nn3)CC2)n1	-1	2	3	4	-5	8	-3	0	-4
COc1ccccc1NC(=O)Oc1cccc(OC(=O)c2ccccc2)c1	-1	4	2	7	1	5	-1	1	-3
CCN(C(=O)c1ccc2c(OC)n(CC)nc2c1)c1ccc(OC)cc1	2	7	2	-2	2	2	-1	-3	-7
NC(CCCCCP(=O)(c1ccccc1)c1ccccc1)C(=O)O (stereo not given)	-11	.	-3	.	10	.	4	0	-1
Cc1c2ccccc2c(C)c2c1ccc1ccccc12	0	-6	0	7	-4	8	-2	-3	3
O=C1CC2(CCN(C(=O)COc3ccccc3F)CC2)Oc2ccccc21	-4	4	7	1	-3	-1	0	2	3
Cn1cnc2cc(NC(=O)c3cccs3)ccc21	7	1	1	6	-4	-5	-2	0	-2
Cc1ccc(C(=O)OC(C)CN2CCOCC2)cc1 (stereo not given)	10	-6	9	-7	2	3	-1	-4	-2
O=C(Nc1ccc(-c2csnn2)cc1)C1CC1	-13	-8	1	7	1	3	-2	-2	0
COc1cc(/C=N/NC(=O)c2cc(-c3ccc4c(c3)OCO4)n[nH]2)ccc1O	-3	-6	11	4	-9	3	-4	6	0
CC(NC(=O)CC(O)(C(F)(F)F)C(F)(F)F)c1ccccc1 (stereo not given)	5	-4	-5	5	-1	5	-2	5	2
N=c1c(S(=O)(=O)c2ccc(Br)cc2)cc2c(=O)n3ccccc3nc2n1Cc1ccco1	-8	6	-10	6	-10	4	-10	27*	0
O=C(NNC(=O)C1CCC1)c1ccc(Cl)cc1	0	1	-1	-5	0	4	0	2	-1
CN(Cc1cccc(Cl)c1Cl)C(=O)c1ccc(NC(=O)CC#N)cc1	-3	-5	-24	0	-22	-3	-14	-5	-13
CCOC(=O)C1CCN(C(=O)c2cccc(NS(=O)(=O)c3ccc(Br)cc3)c2)CC1	.	3	12	1	8	13	-1	5	-2
Cc1sc2ncnc(NCCc3ccc(S(N)(=O)=O)cc3)c2c1C	-3	-5	11	3	-1	1	2	-2	-3
CC(=O)Nc1ccc(Sc2ncnc3scc(-c4ccccc4)c23)cc1	3	-9	16	4	0	-1	-6	16	7
CC(C)OC(=O)c1ccc(NC(=O)c2ccco2)cc1	-1	-1	-4	2	-3	-4	1	-3	-6
CS(=O)(=O)N(CC(=O)N1CCN(c2ccccc2)CC1)c1cccc(Br)c1	9	-3	-4	3	2	8	1	1	4
Cc1ccc(S(=O)(=O)N2CCCCC2)cc1NC(=O)c1cc2ccccc2o1	.	-6	-4	1	-7	-2	-9	8	1
CCNC(=S)N1CCN(S(=O)(=O)c2ccc(C)cc2)CC1	-2	-3	5	4	9	3	4	4	-3
O=C(CCl)Nc1cc(S(=O)(=O)N2CCOCC2)ccc1N1CCOCC1	14	5	6	5	-2	3	-1	-2	-7
NNC(=S)NCCc1ccccc1	-3	-2	1	8	1	5	-2	-3	1
CC1CCCN(S(=O)(=O)c2ccc3c(c2)CCN3C(=O)C2CCC2)C1 (stereo not given)	3	-3	-5	2	6	7	2	1	4
COc1ccc(CNCc2ccncc2)c(OC)c1	-1	-1	-9	2	-9	5	-3	-4	2
O=C(CCCOc1ccccc1)N1CCN(S(=O)(=O)c2ccccc2)CC1	.	2	-1	6	7	11	1	7	5
CC(=O)NC1C2CN3CCN(C2)CC1(Cc1ccccc1)C3 (stereo not given)	6	-3	3	5	8	-1	4	5	-2
Next records.
SMILES	GSTO1 counter	PAFAH2 FP inh	PME-1 inh	PAFAH1B3 FP inh	LYPLA2 counter	PAFAH1B2 inh	LYPLA1 inh	pPAFAH FP inh	PAD4 FP inh
CC(=O)Nc1ccc(NCC(O)COc2ccccc2)cc1 (stereo not given)	17	0	-4	2	3	3	3	2	-17
CCCc1nn2c(=O)cc(CSCC(=O)Nc3cccc(OC)c3)nc2s1	30	-2	4	3	-8	-1	3	1	-11
CCOc1ccc(CNS(=O)(=O)c2cc(CN3C(=O)c4cccnc4C3=O)ccc2OC)cc1	-1	4	-2	0	7	3	2	0	3
CC1(C)Cc2nc3sc4c(SCC(=O)O)ncnc4c3cc2CO1	-2	2	0	0	9	2	2	6	0
COc1ccc(/C(C)=N/NC(=O)CNC(=O)c2ccncc2)cc1	1	7	-6	7	2	5	0	7	0
CCOC(=O)N1CCN(C(=O)COc2ccc(Cl)c(C)c2)CC1	-2	3	-1	4	0	7	1	9	-1
CCOC(=O)c1c(C)[nH]c(C(=O)COC(=O)CCSc2ccccc2)c1C	-5	-1	-7	10	-1	3	-2	12	1
CCC(=O)Nc1nnc(S(=O)(=O)N(CC(C)C)c2ccccc2)s1	-1	7	-1	2	6	18	3	4	-1
O=C(N/C(=C/C=C\c1ccccc1)C(=O)N1CCOCC1)c1ccc(Br)cc1	-2	-2	-1	-3	5	1	-1	-2	0
Cc1ccc(C2C=C(c3ccc4c(c3)OCO4)Nc3ncnn32)cc1 (stereo not given)	24	-5	10	8	4	1	2	8	-3
CCC(CC)C(=O)Nc1nnc(SCC(=O)NC(C)(C)C)s1	-2	4	-3	15	5	7	-2	3	-6
CCC(CC)C(=O)c1c[nH]c(C(=O)NCCOC)c1	1	2	-4	7	4	8	-3	1	-3
COC(=O)CN1C(=O)C(O)(CC(=O)c2ccc(C)o2)c2ccccc21 (stereo not given)	0	6	1	4	-27	0	-7	2	-1
NC(=O)c1c(NC(=O)c2ccc(F)cc2)sc2c1CCC2	-5	10	-3	-4	-2	0	-3	9	-2
O=C1CN(C(=O)COC(=O)C2=COCCO2)c2ccccc2N1	-3	11	4	0	0	2	-1	6	1
Cc1ccnc(SCc2cc(=O)c(OC(=O)c3ccc(Br)o3)co2)n1	2	11	-4	-1	9	0	1	-4	2
